AI-2 QS modul: Vibrio harveyi AI-2 quorum sensing modulators, primary screen, JMH597 strain, luminescence/OD600 ratio | Vibrio harveyi JMH597 AI-2 luminescence/OD600 ratio, 9 h; hits give low values; strain lacks LuxN and CqsS sensors; 0 = neutral-control median | activity change, % at 7.5 µM | 300,000 tested, 0.4% active | AID 2094, 2009; in the data active = activity change below about -75%, passing the limit was not always enough; inconclusive = no clear call, values can overlap the other calls;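 also: luminescence divided by OD600 gain over 9 h not by final OD600 alone; inactives centre near 13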
HSP90 inh: HSP90 inhibitors, primary screen, cell lysate, luminescence | inhibition, % at 5.6 µM | Heat shock protein HSP 90 (rabbit reticulocyte lysate; luciferase refolding) | Rabbit reticulocyte lysate, luciferase refolding luminescence, 3 h | 290,000 tested, 0.91% active | AID 1789, 2009;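 active = inhibition above the screen-wide mean plus 3 SD, computed separately per campaign, cut at about 16% in these data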;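 also: 0% = DMSO wells and 100% = 60 µM geldanamycin wells; inhibitors lower the luminescence because luciferase stays unfolded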
IEC-6 tox: cytotoxicity in IEC-6 intestinal epithelial cells, primary screen, cytotoxicity control for KLF5 inhibitor project, cell-based, luminescence; IEC-6 cytotoxicity, luminescence viability; inhibition, % at 5 µM; 290,000 tested, 0.78% active; AID 1825, 2009; in the data active = inhibition above about 22%;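 also: 0% = plate median of test compound wells and 100% = cytotoxic reference compound wells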
aSyn UTR inh: MLPCN primary screen, SNCA 5' untranslated region. alpha-synuclein 5'UTR reporter, inhibitor activity. 300,000 tested, 0.82% active. inhibition, % (tested at 7.5 µM); in the data active = inhibition above about 60%; inconclusive = no clear call, values can overlap the other calls;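 also: H4 neuroglioblastoma cells stably carrying SNCA 5'UTR luciferase fusion; 0% = DMSO wells and 100% = positive control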
HSF1 activator: HSF-1 activators, primary screen, NIH3T3-HGL cells, MG132 stress, luminescence, single point. NIH3T3-HGL HSF-1 luciferase reporter, 8 h; 100% = twice DMSO control signal. AID 504408, 2011. 300,000 tested, 1.7% active. activation, % at 9 µM;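 active = mean replicate activation of at least 50% with a set share of replicates each reaching 50%; inconclusive = only one of those two conditions met; inactive = mean below 50% and too few replicates reaching it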;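 also: 0% = median of the neutral control wells and 100% = twice that signal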
HIF act: HIF pathway transcriptional activators, primary screen, cell-based, U2OS HRE-luciferase, luminescence | U2OS HRE-luciferase reporter; normalized: DMSO 0%, desferrioxamine 100% | AID 1910, 2009 | activation, % at 7.5 µM (by protocol) | 300,000 tested, 0.32% active;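 active = mean activation of at least 10% of the iron chelator positive control signal, with at least half of replicates also reaching 10%; inconclusive = mean and replicate majority disagree about reaching 10%; inactive = mean and most replicates under 10%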
HSF1 inh: HSF1 inhibitors in luciferase reporter cells, primary screen, cell-based, NIH3T3, luminescence; NIH3T3-HGL HSE-luciferase, MG132-induced, luminescence 8 h; hits give low values; activity change, negative = inhibition, % at 7.5 µM (by protocol); 300,000 tested, 0.77% active; AID 2098, 2009;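 active = more than half of replicate wells show activity change below -50%, luminescence cut by over half; inconclusive = some wells, but at most half, below -50%; inactive = no replicate well below -50%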;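 also: luciferase reports HSF-1 transcriptional activity via heat shock element; 0% = median of DMSO wells and -100% = zero luminescence signal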
KLF5 inhibitor: KLF5 expression inhibitors, primary screen, DLD-1 cells, luminescence | DLD-1 KLF5 promoter-luciferase reporter | inhibition, % at 5 µM | 290,000 tested, 0.23% active | AID 1700, 2009;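 active = inhibition above a per-plate limit of that plate's mean compound inhibition plus 3 SD, cut at about 60% in these data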;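 also: 0% = DMSO wells and 100% = LY294002 at 200 µM; higher means less KLF5 promoter-driven luciferase light; inactives centre near -14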
SKKanGAS inh: S. pyogenes SKKanGAS growth inhibitors in kanamycin, primary screen, streptokinase expression inhibitor project, SKKanGAS strain, BacTiter-Glo luminescence; 6 h; inhibition, % at 7.5 µM; 300,000 tested, 1.3% active; AID 1662, 2009;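 active = mean replicate score, as percent of positive control median, at least 50; inconclusive = mean below 50 but one replicate at or above 50; inactive = mean and every replicate below 50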;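 also: strain carries kanamycin resistance gene driven by streptokinase promoter and grows in 40 µg/ml kanamycin; loss of luminescence reflects streptokinase promoter inhibition or plain growth inhibition; 0% = median of DMSO wells and 100% = positive control at its reference dose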
Platelet DG rel: inhibitors of platelet dense granule secretion, primary screen, cell-based, MLPCN, human platelets; human platelet-rich plasma, SFLLRN dense granule ATP release, luminescence; inhibition, %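 (compounds screened at 7.5 µM in platelet-rich plasma)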; 300,000 tested, 0.22% active;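 active = mean replicate score, as percent of positive control, at or above 50; inconclusive = mean below 50 but at least one replicate at or above 50; inactive = mean and every replicate below 50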
An asterisk follows results filed as active; ? = inconclusive; . = no result given.

Sequence of screens: HSF1 inh	IEC-6 tox	SKKanGAS inh	HIF act	HSP90 inh	KLF5 inhibitor	AI-2 QS modul	aSyn UTR inh	Platelet DG rel	HSF1 activator
> O=C1C(Cc2cccc([N+](=O)[O-])c2)S/C(=N/N=C/c2ccco2)N1c1ccccc1 (centres undefined)
    8	3	8	-0.5	-3	-14	10	12	-1	31
> CCc1ccc(CN2CCN(C(=O)c3ccco3)CC2)cc1
    -4	-9	-2	1.5	0	-53	-14	-28	0	8
> O=[N+]([O-])c1cc(S(=O)(=O)Nc2ccccc2)ccc1N1CCN(c2ccccc2)CC1
    -9	-5	50*	-0.1	1	-4	27	5	12	-3
> CCN(CC)C(CNS(=O)(=O)c1ccc(Cl)cc1)c1ccccc1 (centres undefined)
    4	2	.	0.8	-1	-20	19	20	11	10
> C=CCOC(=O)C1=C(C)NC(C)=C(C(=O)OCC=C)C1/C=C/c1ccccc1
    2	0	16	-1.2	-5	-16	22	8	-4	-8
> O=C(COC(=O)C(c1ccccc1)c1ccccc1)NCc1ccco1
    -1	-3	3	0.0	3	0	-72	4	4	1
> CCS(=O)(=O)C1=NN2C(=N)/C(=C\c3ccc(OC(=O)c4ccco4)c(OC)c3)C(=O)N=C2S1
    -6	-5	17	-0.3	-1	-4	25	-18	-2	10
> O=C(CNC(=O)c1nc[nH]c1C(=O)N1CCN(c2ccccc2)CC1)OCc1ccccc1
    0	-4	-5	2.2	-5	-16	10	1	2	-12
> CCOCCc1nnc(NC(=O)c2cccs2)s1
    -5	3	-1	-2.9	-1	-33	17	-13	0	3
> CCOc1cccc(CNc2ccc(O)cc2)c1OCc1ccc(Cl)cc1Cl
    5	4	4	-0.5	5	-23	17	28	-9	11
> C#CCOCCOCCOCCNc1nc(N2CCN(C(=O)[C@H](Cc3cc4ccccc4[nH]3)n3cc(C(N)CC(C)C)nn3)CC2)nc(N2CCN(C(=O)[C@H](CCC(=O)O)n3cc(C(N)[C@H](C)CC)nn3)CC2)n1 (some centres undefined)
    33	7	4	-5.0	7	-19	28	-9	-14	?
> CC(C)(C)Cc1nnc(NS(C)(=O)=O)s1
    -2	-5	0	-0.3	2	-2	36	-20	14	-3
> COc1ccc(C2=NN(C(=O)CSC3=NN4CCCC(=O)N=C4S3)C(c3cccc(OC)c3OC)C2)cc1 (centres undefined)
    7	-4	6	-0.5	2	-36	19	-6	74*	2
> CCCc1c(C(=O)Nc2ccc(F)cc2)cnn1-c1ccccc1
    7	12	-1	0.7	-1	-18	1	-59	-3	-1
> Cc1ccc(-c2ccc(C(=O)O)[nH]2)cc1
    -4	-4	-4	-0.7	0	-27	38	-3	6	2
> O=C(Nc1ccccc1C(F)(F)F)N1CCCC(O)C1 (centres undefined)
    -3	-4	2	0.2	2	6	23	-25	-1	-4
> CCOc1ccc2nc(SCC#N)c(C#N)cc2c1
    25	-2	-5	1.4	3	-35	20	22	-1	20
> O=C(CSc1nc2ccccc2nc1N1CCCC1)Nc1ccc(Cl)cc1
    9	1	-6	-0.2	1	-10	20	10	11	12
> Cc1ccc(C(=O)Nc2nc3ccccc3[nH]2)cc1
    -25	15	.	-2.9	86*	86*	.	68*	16	-9
> Cc1ccc(N(C(=O)c2csnn2)C(C(=O)NC(C)(C)C)c2cccs2)cc1 (centres undefined)
    -7	-5	-4	-0.6	-1	-9	23	0	-15	25
> C=CCn1c(=N)c(C#N)cc2c(=O)n3ccccc3nc21
    -1	-1	-3	-1.3	5	-13	47	20	-9	-7
> CC(C)CNC(=O)C1CC(=O)OC12CCCCC2 (centres undefined)
    -4	-8	-2	-0.1	1	-31	29	-3	-13	7
> CCOc1ccccc1NC(=O)CCCNC(=O)Cn1cnc2sc(C)c(C)c2c1=O
    -4	5	8	-0.2	6	-1	-21	17	-3	10
> CC(C)CN(C(=O)c1cc([N+](=O)[O-])cc([N+](=O)[O-])c1)C1CCS(=O)(=O)C1 (centres undefined)
    1	.	3	3.2	.	.	3	12	8	0
> CCc1cc(=O)oc2c3c(cc(OCC(=O)NCCCn4ccnc4)c12)OC(C)(C)CC3
    -2	2	-1	-0.3	-4	-11	34	12	-1	-4
> COc1ccc(OC)c(N(CC(=O)NCCc2ccc(OC)c(OC)c2)S(=O)(=O)c2ccccc2)c1
    7	0	-1	0.2	-3	-16	27	11	-7	6
> O=CN1CCN(C(=O)c2cccc([N+](=O)[O-])c2)CC1
    -3	-7	0	1.4	0	-16	15	-3	0	20
> COc1ccc(-c2nc3c(s2)CCc2onc(-c4ccc(Br)cc4)c2-3)cc1
    -5	.	11	-0.9	.	.	16	-16	9	-5
> CCCCCCCc1nc2sc3c(c2c(=O)n1N)CC(C)(C)OC3
    -20	-7	4	0.0	-6	-15	27	-6	-2	-36
> Cn1cc(CN2CCC(C(=O)Nc3ccc(Oc4ccccc4F)cc3)CC2)cn1
    -7	-3	-2	-0.2	6	-32	-4	15	2	-12

Limited to SKKanGAS inh, for 6 of the compounds above:
mol	SKKanGAS inh
O=C(COC(=O)C(c1ccccc1)c1ccccc1)NCc1ccco1	3
CCS(=O)(=O)C1=NN2C(=N)/C(=C\c3ccc(OC(=O)c4ccco4)c(OC)c3)C(=O)N=C2S1	17
O=C(CNC(=O)c1nc[nH]c1C(=O)N1CCN(c2ccccc2)CC1)OCc1ccccc1	-5
CCOCCc1nnc(NC(=O)c2cccs2)s1	-1
CCOc1cccc(CNc2ccc(O)cc2)c1OCc1ccc(Cl)cc1Cl	4
C#CCOCCOCCOCCNc1nc(N2CCN(C(=O)[C@H](Cc3cc4ccccc4[nH]3)n3cc(C(N)CC(C)C)nn3)CC2)nc(N2CCN(C(=O)[C@H](CCC(=O)O)n3cc(C(N)[C@H](C)CC)nn3)CC2)n1 (some centres undefined)	4

(further entries)
Sequence of screens: HSF1 inh	IEC-6 tox	SKKanGAS inh	HIF act	HSP90 inh	KLF5 inhibitor	AI-2 QS modul	aSyn UTR inh	Platelet DG rel	HSF1 activator
> COCc1nnc(NC(=O)c2ccc(Cl)cc2[N+](=O)[O-])s1
    -3	-9	-1	-0.6	2	-20	7	-17	-1	5
> Cc1ccc(/C=N/Nc2cc(C)nc(NCc3ccccc3)n2)cc1
    8	0	11	-0.6	7	-23	-31	12	3	42
> COc1ccc(OC)c(/C=c2\sc3nc(-c4cccs4)nn3c2=O)c1
    9	2	7	-0.3	0	-24	10	14	-4	21
> COc1ccc(Nc2nc(N)nc(CSc3nccc(C)n3)n2)cc1
    -3	3	-2	1.5	0	-43	4	-24	6	7
> Cc1c([N+](=O)[O-])cc(S(=O)(=O)Nc2ccncc2)cc1[N+](=O)[O-]
    6	0	15	0.5	-4	-35	19	-9	-11	-2
> CC(=O)c1cc2c(cc1NC(=O)CCn1cccc1)OCO2
    1	-3	-9	-0.1	-2	-14	25	-9	-2	0
> COc1ccccc1C(=O)N/C(=C\c1cn(S(=O)(=O)N(C)C)c2ccccc12)C(=O)NCCN1CCOCC1
    -80*	-1	2	-0.3	-6	-28	23	32	-5	-83
> Fc1ccc(-c2csc(-c3ccc(C4SCCS4)cc3)n2)cc1F
    6	0	-17	0.8	-1	-9	11	-125	15	23
> CCCC(=O)Nc1ccc2oc(-c3cccnc3)nc2c1
    11	-5	-8	3.5	-2	-56	-4	-80	-3	13
> COc1ccc(C(=O)Oc2c(OC)cc(C(=S)N3CCOCC3)cc2OC)cc1OC
    -4	-2	-6	-3.2	-1	-20	13	-10	7	15

Random excerpt: two entries already listed
Sequence of screens: HSF1 inh	IEC-6 tox	SKKanGAS inh	HIF act	HSP90 inh	KLF5 inhibitor	AI-2 QS modul	aSyn UTR inh	Platelet DG rel	HSF1 activator
> Cc1ccc(/C=N/Nc2cc(C)nc(NCc3ccccc3)n2)cc1
    8	0	11	-0.6	7	-23	-31	12	3	42
> COc1ccc(OC)c(/C=c2\sc3nc(-c4cccs4)nn3c2=O)c1
    9	2	7	-0.3	0	-24	10	14	-4	21

Going on with the list:
Sequence of screens: HSF1 inh	IEC-6 tox	SKKanGAS inh	HIF act	HSP90 inh	KLF5 inhibitor	AI-2 QS modul	aSyn UTR inh	Platelet DG rel	HSF1 activator
> O=C(c1ccc(COc2ccccc2Cl)o1)N1N=C(C(F)F)CC1(O)C(F)F (centres undefined)
    -3	-4	0	-0.2	1	12	19	13	-27	-3
> COc1ccc(Br)cc1S(=O)(=O)Nc1cccc(C)n1
    -4	-6	-9	-0.1	1	-3	30	-47	-8	-2
> O=C(O)C1C(c2ccccc2)C(C(=O)N2CCOCC2)C1c1ccccc1 (centres undefined)
    -6	5	2	0.0	2	6	6	-16	1	-2
> O=c1[nH]c2cccnc2n1-c1ccc([N+](=O)[O-])cc1
    -2	0	5	-0.2	3	-153	19	17	2	-7
> O=C(NCCC1CCCCN1S(=O)(=O)c1ccc(Cl)cc1)C(=O)NCc1ccco1 (centres undefined)
    7	.	-16	0.3	.	.	-5	6	14	23
> O=C(CN1CCCc2ccccc21)NCCc1ccc(F)cc1
    12	-8	3	0.0	1	-13	-3	6	11	20
> Cc1ccc(N(Cc2ccccc2)C(=O)c2ccc(S(=O)(=O)N3CCOCC3)cc2)cc1
    -5	.	-3	-32	.	.	17	-6	-10	-1

Screens deposited in PubChem BioAssay by several laboratories.

Compounds as they come. Share with any hit: about 6%.
